Source: PubChem BioAssay
DT40 TDP1 CPT: DT40-hTDP1 cell growth loss with CPT. chicken DT40 Tdp1-/-;hTDP1 cells + 20 nM CPT, ATP luminescence, 48 h. Potency, µM (titrated, usually from 46.2 µM), for inactives: at the top dose activity change, negative = growth inhibition, most hits filed as inhibitors. hit rate 12% among 420,000; active = well fitted inhibition curve with a large enough effect; inconclusive = small, poorly fitted or top-dose-only effect; note: nearly all actives have a fitted effect of over 55% in size
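Chicken DT40 Tdp1-/- cells stably complemented with human TDP1 were seeded at 400 cells/well in medium containing 20 nM camptothecin, exposed to pin-transferred compounds, and grown at 37 °C for at least 48 hr. Viability was read as ATP luminescence.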
Starred values were filed as active, the others as inactive; ? = inconclusive; [ ] = dose if it differs, or a comment. % is set by controls: 0 for no effect and ±100 for the full control effect; potency is the fitted concentration of half-maximal effect. Some of the compounds tested. The share of hits here may be higher or lower than overall.

SMILES | DT40 TDP1 CPT
COC(=O)C(Sc1ccc(Cl)cc1)C1SC(=S)N(Cc2ccccc2)C1=O (centres undefined) | 2.91µM*
COc1cc(=O)n2c(c1C(=O)NC(C)c1ccco1)CCN(C(=O)c1cc(C)cc(C)c1)CC2 (centres undefined) | 1.7%
O=C(CCC(C(=O)c1ccccc1)c1ccccc1)c1ccccc1 (centres undefined) | ?
CCOC(=O)C1=C(C)OC(=Cc2ccc(OC)cc2)C1=O | -0.4%
Cc1ccc(S(=O)(=O)NCC(=O)NCC(=O)NCCc2ccc(Cl)cc2)cc1C | ?
Cn1c(=O)c2cc(NC(=O)CCc3ccc(O)cc3)ccc2n1Cc1cccc(C(F)(F)F)c1 | ?
NC(c1csc(NC(=O)Nc2ccccc2Oc2ccccc2)n1)c1ccccc1Cl (centres undefined) | ?
O=C(NCc1cccnc1)c1cc(C2CCCN(S(=O)(=O)c3cccc4cccnc34)C2)on1 (centres undefined) | 23.1µM*
CC1(C(=O)NCc2ccccc2)CN(S(C)(=O)=O)CC(=O)N1Cc1cccc(C(F)(F)F)c1 (centres undefined) | -3.1%
NC(=S)NN=Cc1c[nH]c2nccnc12 | 16.4µM*
CCOC(=O)C1CCCN(C(=O)c2ccc3c(c2)CCO3)CC1 (centres undefined) | ?
O=C(Nc1ccc(N2CCCC2)c(Cl)c1)c1ccccc1F | -27.5%
CCn1c(-c2ccccc2F)nc2cc(NC(C)=O)cc(C(=O)N(C)Cc3ccc4nccnc4c3)c21 | ?
COC(=O)C1=CN(c2ccc(OC)cc2)C(N)=C(C#N)C1c1ccc(OC)cc1 (centres undefined) | 10.3µM*
COc1ccc(C(C)(NC(C)=O)c2nc(-c3cccc(NC(C)=O)c3)cs2)cc1 (centres undefined) | ?
CC(=O)Nc1cc(-c2ccc(F)cc2)cn2c(-c3ccc(F)c(Cl)c3)cnc12 | ?
CCC1NC(=O)c2cccnc2-n2c1nc1ccc(C)cc1c2=O (centres undefined) | -4.8%
CCCCN1CC(COCc2ccccc2)Oc2cccc(OCc3ccc(OC)cc3)c2S1(=O)=O (centres undefined) | 5.8µM*
COc1ccc(NC(=O)C2(C)CCN2Cc2ccc(OC(F)(F)F)cc2)cc1OC (centres undefined) | 23.1µM*
COc1cccc(CNc2nc3cc(-c4ccccc4C)sc3c(=O)n2C)c1OC | 14.6µM*
O=[N+]([O-])c1cccc(CON=Cc2cc(Cl)ccc2O)c1 | -2.4%
Cc1ccc(C)c(S(=O)(=O)Nc2ccc(C(=O)NCCCN(C)C)cc2)c1 | 8.1%
COc1cccc(-c2cnc3c(NC(C)=O)cc(-c4ccc(OC)c(OC)c4)cn23)c1 | 10.3µM*
CCc1cc2c(SCC(=O)N3CCN(C(=O)c4cccs4)CC3)ncnc2s1 | ?

Part of the list above in order of count of non-hydrogen atoms, low to high.
SMILES | DT40 TDP1 CPT
COC(=O)C(Sc1ccc(Cl)cc1)C1SC(=S)N(Cc2ccccc2)C1=O (centres undefined) | 2.91µM*
CC1(C(=O)NCc2ccccc2)CN(S(C)(=O)=O)CC(=O)N1Cc1cccc(C(F)(F)F)c1 (centres undefined) | -3.1%
CCn1c(-c2ccccc2F)nc2cc(NC(C)=O)cc(C(=O)N(C)Cc3ccc4nccnc4c3)c21 | ?

Gathered by group, the entries above containing two or more sulfur atoms
SMILES | DT40 TDP1 CPT
COC(=O)C(Sc1ccc(Cl)cc1)C1SC(=S)N(Cc2ccccc2)C1=O (centres undefined) | 2.91µM*
CCc1cc2c(SCC(=O)N3CCN(C(=O)c4cccs4)CC3)ncnc2s1 | ?

(list continues)
SMILES | DT40 TDP1 CPT
Cc1ccc(Cc2c(-c3cccc(Cl)c3)nc3cc(C)c(Br)c(C)n23)cc1 | -42.7%
CC(=O)NC(c1ccccc1)c1nc(-c2ccc(Cl)cc2)cs1 (centres undefined) | ?
COC(=O)CC1(C(=O)OC)Nc2cc(Cl)c(Cl)cc2S(=O)(=O)N1O (centres undefined) | -2.7%
Cc1cc(-n2c(=O)[nH]c(=O)n(C)c2=O)ccc1Oc1ccc(S(=O)(=O)C(F)(F)F)cc1 | ?
COc1ccccc1-c1cnc(C(O)c2ccc(CN3CCCCC3)cc2)[nH]1 (centres undefined) | -14.7%
COc1ccc(C(=O)N/N=C/c2ccccn2)cc1 | ?
O=C(NC(=S)N1CC=CCC1)c1ccccc1 | 1.3%
CC1(C(=O)NS(=O)(=O)c2cccc(F)c2)CCN1C(=O)c1cccc2ccccc12 (centres undefined) | 0.5%
C[C@H]1CN([C@@H](C)CO)C(=O)CCCn2nncc2CO[C@H]1CN(C)C(=O)C1CC1 | -9.6%
CN(CC(=O)C(C(N)=O)c1ccccc1)c1ccccc1 (centres undefined) | -16.1%
Cn1c2nc3ccccc3c-2nc2ccccc21 | 18.4µM*
c1ccc(COc2ncnc3c2ncn3CCCNCC(c2ccccc2)c2ccccc2)cc1 | 25.9µM*
COc1cc2oc(=O)cc(CN3CCN(c4ccc(Cl)c(Cl)c4)CC3)c2cc1Cl | -3.4%
COCCNC(=O)C1CCCN(C(=O)c2ccc(SC(F)(F)F)cc2)CC1 (centres undefined) | -10.9%
O=C(Nc1cccc2ccccc12)c1[nH]c(-c2ccccc2)c2c1C(=O)N(C1CC1)C2=O | ?
O=C1OC(c2ccccc2)(N(Nc2ccccc2)c2ccccc2)c2ccccc21 (centres undefined) | ?
CCn1nc(C)c(CN2Cc3ccccc3OC(c3ccccc3OC)C2)c1C (centres undefined) | 2.7%[9.04 µM]
COc1cc(C=C2NC(=O)NC2=O)ccc1O | 0.7%
CCOC(=O)c1csc(CCNC(=O)c2ccccc2)n1 | -19.7%
CC1C(=O)N(Cc2cn(Cc3ccco3)nn2)CCS(=O)(=O)N1Cc1ccc(-c2ccc(Cl)cc2)cc1 (centres undefined) | 18.4µM*
CCN(CC(=O)Nc1ccc(NC(C)=O)cc1)C(=O)c1ccc(Sc2nncn2C)c([N+](=O)[O-])c1 | -3.8%
CCOC1=C2[C@@H](CN(S(=O)(=O)c3ccc(C)cc3)[C@H]2c2ccccc2Cl)[C@H]2C(=O)N(Cc3ccccc3)C(=O)[C@H]2C1 | 18.4µM*
C[C@@H]1CN([C@H](C)CO)C(=O)c2cc(Br)cnc2O[C@@H]1CN(C)C(=O)C1CCOCC1 | -17.0%
C[C@H]1CN([C@@H](C)CO)C(=O)CCCn2cc(nn2)CO[C@@H]1CN(C)C(=O)CCC(F)(F)F | -14.0%
FC(F)(F)c1cc(Cl)c2nc(-c3cccc(Cl)c3)c(Cc3cccc(Cl)c3)n2c1 | -1.6%
COc1cccc(CC(=O)Nc2ccc3c(c2)c(=O)n(C)n3-c2ccc(C(C)(C)C)cc2)c1 | 25.9µM*
c1ccc(N=NN2CCOCC2)cc1 | 0.7%
CC1(C(=O)Nc2cccc3cccnc23)CCN1Cc1cccc2c1OCO2 (centres undefined) | ?
CCC(CC)C(=O)N(C)c1c(C)nc2c(OCc3ccc(F)c(F)c3)cccn12 | ?
S=C1SCCCN1Cc1ccc(Cl)cc1 | ?
CCOC(=O)N1CCN(C(=O)C[C@@H]2C[C@@]3(C(=O)OCC)CCCC=C3N(Cc3ccccc3)C2=O)CC1 | ?
Cc1ccc(F)c(S(=O)(=O)NC(=O)C2(C)CCN2C(=O)Cc2ccccc2)c1 (centres undefined) | 10.5%
Cc1cccc2cc(CN(C(=O)c3ccc(N4CCCCC4)cc3)C3CC3)c(N3CCC(O)CC3)nc12 | -0.8%[9.04 µM]
Cn1cc([C@]2(O)C(=O)Nc3cccc(Cl)c32)c2ccccc21 | ?
COc1ccncc1-c1ccccc1C1=CC(=O)CC(C)(C)C1=O | -12.3%
CC1(C(=O)NCc2ccccc2)CN(S(C)(=O)=O)CC(=O)N1CCc1c[nH]c2ccccc12 (centres undefined) | 13µM*
CC(C)C1C(=O)N(Cc2cn(CCC3OCCCO3)nn2)CCS(=O)(=O)N1Cc1ccc(-c2ccc(F)nc2)cc1 (centres undefined) | ?
Cc1ccc([C@H]2N[C@]3(CCCN(Cc4ccc(Cl)cc4)C3=O)[C@H]3C(=O)N(Cc4ccccc4)C(=O)[C@@H]23)cc1 | ?
O=C1[C@H]2[C@@H](c3ccccc3)N[C@]3(CCCN(Cc4ccc(F)cc4)C3=O)[C@H]2C(=O)N1Cc1ccccc1 | ?
CC(=O)c1ccc(C2CC(OCCF)=CC(=O)O2)cc1 (centres undefined) | 1.1%
COc1ccc([N+](=O)[O-])cc1NCc1c(F)cccc1F | -2.3%
Cc1ccc(C(=O)NCCc2nnc3n2CCN(Cc2ccnc4ccccc24)CC3)c(C)c1 | ?
C=CCN1CCN(c2ccncc2S(=O)(=O)N2CCN(C)CC2)CC1 | 12.7%
O=S1(=O)C[C@@H](N2CCN(c3ccccc3)CC2)[C@H](COCc2ccccc2)N1 | 1.1%
O=C(c1cccc(-c2cccc3nccn23)c1)N1CCOCC1 | ?
COc1ccc(Cc2c(-c3ccco3)nc3ccc(Br)cn23)c(C)c1 | 20.6µM*
CC1(C)CC(=O)C=C(c2ccc(COC(=O)Cc3ccccc3)cc2)C1=O | -13.1%
CC(=O)Nc1ccc(OCCCN2CCC(C(O)(c3ccccc3)c3ccccc3)CC2)cc1 | ?
CCCCCCCCCc1conc1C(=O)CP(=O)(OC)OC | ?
C[C@@H]1CN([C@H](C)CO)C(=O)c2c(c3ccccc3n2C)-c2ccccc2CO[C@H]1CN(C)C(=O)NC1CCCCC1 | 18.4µM*
COc1cc(-c2coc3c(C(=O)NCc4ccc(C(F)(F)F)cc4)cccc23)ccc1O | 14.6µM*
CN1C(=O)[C@H]2[C@@H](c3ccc(C(F)(F)F)cc3)N[C@]3(CCCN(Cc4ccco4)C3=O)[C@H]2C1=O | ?
OC(c1ccc2c(c1)CN(Cc1cccc3nccnc13)CCO2)C1CCCCC1 (centres undefined) | 5.7%
COC(=O)[C@@]12C[C@@H](CC(=O)NCCc3ccccc3OC)C(=O)N(CCc3ccc(OC)c(OC)c3)C1=CCC(C)(C)C2 | 23.1µM*
Cc1c(C(=O)NCc2ccc3c(c2)OCO3)sc(=O)n1Cc1ccc(S(C)(=O)=O)cc1 | ?
COc1ccc(-c2ccc3c(c2)O[C@H](CN(C)C(=O)Nc2ccccc2F)[C@@H](C)CN([C@H](C)CO)S3(=O)=O)cc1 | 23.1µM*

Next section:
SMILES | DT40 TDP1 CPT
Cc1cc2c(cc1C)-n1nnnc1C(N1CCN(C(=O)OCc3ccccc3)CC1)C(=O)N2 (centres undefined) | 6.51µM*
COc1cc(CN2C[C@@H](CO)O[C@@H](n3cnc4c(NC5CCC5)ncnc43)C2)cc(OC)c1OC | 2.2%
COC(=O)C[C@H]1C=C[C@@H](NC(=O)Nc2c(C)noc2C)[C@@H](CO)O1 | -0.2%
NC(c1ccc(F)c(F)c1)c1nc(-c2cncnc2)cs1 (centres undefined) | -17.8%
Cn1c(=O)c2cc(NC(=S)NC3CC3)ccc2n1Cc1ccccc1 | -32.2%
CNc1nc(Oc2ccc3sc(C)nc3c2)c2sccc2n1 | 20.6µM*
CC(C)c1ccc(NC(=O)Nc2nc(C(N)c3ccccc3)cs2)cc1 (centres undefined) | ?
COC[C@@H]1CCCN1[C@@H]1CS(=O)(=O)N[C@H]1COCc1ccccc1 | -9.1%
COc1ccc(C(=O)OCC(=O)NC2CC2)cc1 | -0.5%
N=c1c2ccccc2nc2n1CCCCC2 | -0.2%
COc1ccc(CCn2nnc3ccccc3c2=O)cc1OC | -23.9%
CCc1nc2c(OCc3ccc(C(F)(F)F)cc3)cccn2c1N(C)C(=O)c1ccc(OC)cc1 | 10.3µM*
CC1=C(C(=O)N(C(C)C)C(C)C)CC(CC(=O)NCCCCc2ccccc2)C(=O)N1CCCN1CCCC1=O (centres undefined) | -0.9%
O=C1N2CCCCC1(c1ccccc1)CCCC2 | -21.1%
O=C(Nc1ccc2ccccc2c1)C(c1ccc(C(F)(F)F)cc1)n1c(=O)c(-c2cc3ccccc3[nH]2)nc2ccccc21 (centres undefined) | ?
COc1ccccc1-c1cc2nc(NCCc3ccc(S(N)(=O)=O)cc3)ccn2n1 | ?
O=C(CN(c1ccccc1Cl)S(=O)(=O)c1ccccc1)NC1CC2CCC1C2 (centres undefined) | ?
COc1ccc(CN2CCOc3c(cc(-c4ncc(C(F)(F)F)cc4Cl)cc3OCC3CCCO3)C2)c(O)c1 (centres undefined) | -9.5%
COc1ccc(NC(=O)c2cc(-c3cc(C)cs3)[nH]n2)cc1OC | -23.5%
Cc1ccc(S(=O)(=O)N2CC3(O)CN(C(=O)OC(C)C)N(C(=O)OC(C)C)CC3(OC(=O)NCc3ccccc3F)C2)cc1 (centres undefined) | ?
CC(C)(C)c1ccc(CC(=O)N2CCC2(C)C(=O)Nc2cnc3ccccc3c2)cc1 (centres undefined) | 20.6µM*
CCC(=O)N1CCCC(C(=O)Nc2ccc3cn[nH]c3c2)CC1 (centres undefined) | 0.6%
Cc1cccnc1C1=NOC(Cc2ccccc2)C(=O)N1Cc1ccccc1F (centres undefined) | ?
COc1cc(-c2cnc3c(NC(C)=O)cc(-c4ccc(N5CCN(C)CC5)cc4)cn23)cc(OC)c1OC | 4.61µM*
CSc1ccc(-c2ccc3c(c2)CC(CNC(=O)Cn2nc(C)nc2C)O3)cc1 (centres undefined) | -23.6%
COC(=O)c1ccc(CNC(=O)COC(=O)CNS(=O)(=O)c2ccc(C)cc2)cc1 | -5.2%
CC(=O)Nc1cccc(-c2ccnc3c2CC(C(=O)Nc2ccc(Cl)cc2)O3)c1 (centres undefined) | 16.4µM*
CCc1nc2ccc(C(=O)N(C)CCCN(C)C)cn2c1N(C)Cc1cc2ccccc2s1 | ?
COc1ccc(-c2ccc(CN3C(C)C(=O)N(Cc4cn(CCC5OCCO5)nn4)CCS3(=O)=O)cc2)cc1OC (centres undefined) | 18.4µM*
